Screening results from PubChem.
D1 potentiator: human D1 dopamine receptor positive modulation | P21728 | HEK293 TREx D1 cells, calcium flux, dopamine EC20 potentiation | potentiation, % at 10 µM | 0.036% of 360,000 active | AID 504651; in the data active = potentiation above about 30%; note: 0% is about no effect
D1 antagonist: blocks dopamine activation of the human D1 receptor; P21728; HEK293 TREx D1 cells, calcium flux, dopamine EC80; hits give low values; activity change, negative = inhibition, % at 10 µM; 3.2% of 360,000 active; AID 504652; in the data active = activity change below about -30%; note: % is set by controls: 0 for no effect and ±100 for the full control effect
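Tetracycline-induced HEK293 Trex D1 cells, force-coupled to calcium, dye-loaded; compounds added and read 180 s, then EC80 dopamine added and calcium flux tracked kinetically another 180 s.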
D1 ag: agonists of human D1 dopamine receptor | P21728 | HEK293 T-REx D1 cells, calcium flux, agonist mode | activation, % at 2 µM | 1% of 360,000 active | AID 504660; in the data active = activation above about 30%; note: 0% is about no effect
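Inducible HEK293 T-REx D1 cells, force-coupled to calcium signalling, were plated at 4000 cells/well with tetracycline and held overnight at 30 C. After no-wash calcium dye loading, compound-evoked calcium rise over 180 s flagged agonists.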
Vif-A3G inh: Vif-A3G binding inhibition | Q9HC16 | HeLa A3G-eYFP + Vif (tagged APOBEC3G with the HIV-1 protein that degrades it), YFP fluorescence, overnight | Potency, µM (series often up to 46.1 µM), for inactives: top-dose activity, negative = active, actives largely listed as inhibitors | 0.076% of 410,000 active | AID 602310;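 note: potency is the fitted concentration of half-maximal effect; % is set by controls: 0 for no effect and ±100 for the full control effect; nearly all actives have a fitted effect of over 60% in size; hits raise eYFP signal because A3G escapes Vif-driven loss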
Target sequence (Q9HC16 whole entry, looked up): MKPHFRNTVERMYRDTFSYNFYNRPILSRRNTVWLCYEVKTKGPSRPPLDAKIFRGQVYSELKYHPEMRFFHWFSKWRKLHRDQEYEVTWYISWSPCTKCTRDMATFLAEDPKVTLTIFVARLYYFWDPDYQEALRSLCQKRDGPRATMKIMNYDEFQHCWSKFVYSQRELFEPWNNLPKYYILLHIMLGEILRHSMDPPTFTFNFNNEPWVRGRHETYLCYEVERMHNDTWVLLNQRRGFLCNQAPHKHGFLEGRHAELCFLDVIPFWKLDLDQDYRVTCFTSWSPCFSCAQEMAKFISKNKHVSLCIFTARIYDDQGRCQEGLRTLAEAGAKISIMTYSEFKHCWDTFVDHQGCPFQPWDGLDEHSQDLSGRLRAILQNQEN
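Read-out is eYFP fluorescence (Ex 488/Em 500-530) from Vif-expressing HeLa A3G-eYFP cells; more signal means A3G escaped Vif-mediated degradation. Cells plated overnight, compound pinned in, incubated overnight at 37 deg C.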
Vif-A3F inh: Vif-A3F binding inhibition; HeLa A3F-eYFP + Vif (tagged APOBEC3F with the HIV-1 protein that degrades it), YFP fluorescence increase; Potency, µM (top dose mostly 46.1 µM), without a hit: top-dose activity, negative = active; 0.2% of 390,000 active; AID 602313; note: potency is the fitted concentration of half-maximal effect; % of control where 0% means no effect; nearly all actives have a fitted effect of over 65% in size
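Fluorescence increase (Ex 488/Em 500-530) after overnight compound treatment at 37 deg C flags inhibition of Vif-driven A3F-eYFP loss in stable HeLa A3F-eYFP/Vif cells seeded overnight beforehand.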
D2 PAM: positively modulates the human D2 dopamine receptor allosterically. P14416. HEK293 T-REx D2, calcium flux, EC20 dopamine potentiation. potentiation, % at 10 µM. 0.34% of 340,000 active;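 active = potentiation over 3 SD above the plate norm, cut at about 30% in these data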; note: 0% is about no effect
Target sequence (P14416 whole entry, looked up): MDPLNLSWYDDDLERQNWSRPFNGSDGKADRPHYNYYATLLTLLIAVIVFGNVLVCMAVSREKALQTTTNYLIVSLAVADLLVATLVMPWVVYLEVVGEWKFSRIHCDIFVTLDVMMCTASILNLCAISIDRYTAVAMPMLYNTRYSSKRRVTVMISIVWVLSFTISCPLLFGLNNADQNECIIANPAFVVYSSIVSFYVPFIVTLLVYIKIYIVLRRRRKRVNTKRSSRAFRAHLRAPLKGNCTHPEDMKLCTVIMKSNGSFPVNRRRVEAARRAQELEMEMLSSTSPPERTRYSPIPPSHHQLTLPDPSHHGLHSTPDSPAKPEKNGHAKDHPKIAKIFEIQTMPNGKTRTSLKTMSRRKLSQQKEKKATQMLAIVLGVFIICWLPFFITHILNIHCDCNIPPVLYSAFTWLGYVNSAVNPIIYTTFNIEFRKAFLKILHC
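Calcium flux readout, no-wash dye, 1 read/s. Inducible HEK293 Trex D2 line, overnight 30 C. Compound alone 180 s (agonist flags), then EC20 dopamine, another 180 s to score potentiation.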
RXFP1 agonist: activates the human relaxin receptor RXFP1 | 0.3% of 370,000 active | HEK293T-RXFP1 cAMP TR-FRET, 30 min; response scale: percent of porcine relaxin response, buffer zero | Potency, µM (titrated, usually from 57.5 µM), for the others: at the top dose activation, most hits filed as activators | AID 2676; note: potency is the fitted concentration of half-maximal effect; % is set by controls: 0 for no effect and ±100 for the full control effect; nearly all actives have a fitted effect of over 60% in size; many of its hits are not listed in these tables
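Agonist response is measured as cAMP accumulation in an RXFP1-transfected HEK293T line under PDE4 inhibition. Values are scaled between buffer-only and 29 nM porcine relaxin, and EC50s come from standard Hill equation fits.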
RXFP1 antag: RXFP1 (human) relaxin receptor antagonism; HEK293-RXFP1, relaxin-stimulated cAMP HTRF, 30 min; hits give low values; activity change, negative = inhibition, % at 57.5 µM; 0.59% of 350,000 active; AID 1259400;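 active = activity change of -60% or lower, but not beyond a set lower limit; inconclusive = change between -60% and -40%, or beyond the set limit; inactive = change above -40%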; note: % is set by controls: 0 for no effect and ±100 for the full control effect
GRP78 ERSR act: induces the endoplasmic reticulum stress response in human glioma cells | U87-MG GRP78 promoter luciferase reporter, 16 h | Potency, µM, for the others: at the top dose activation, usual class: activators | 0.02% of 420,000 active | AID 602332; note: potency is the fitted concentration of half-maximal effect; series mostly up to about 76 µM; % of control where 0% means no effect; nearly all actives have a fitted effect of over 35% in size
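Stably transfected U87-MG human glioma cells carrying a GRP78-based luminescent sensor were seeded at 1000 cells/well, pin-dosed with compounds and incubated 16 h. Luciferase reagent was then added, and end-point luminescence was read after 10 min at room temperature.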
Active calls of the source: *; ? = inconclusive; / = no result given. Unless noted, calls come from the whole dose curve; as a rule, active = well fitted curve in the direction sought with a large enough effect; inconclusive = small, poorly fitted or top-dose-only effect, or another doubt; inactive = no such curve, though single readings can be large; an effect the other way counts as inactive or inconclusive. An excerpt, so the mix of outcomes need not match the whole.

Sequence of screens – D1 potentiator | D1 antagonist | D1 ag | Vif-A3G inh | Vif-A3F inh | D2 PAM | RXFP1 agonist | RXFP1 antag | GRP78 ERSR act
> COc1ccc(S(=O)(=O)Nc2cc(C)ccn2)cc1
 : -3.3 | 4.0 | 0.6 | -4.8% | -3.8% | -1.0 | 0.1% | -20.3 | -1.4%
> CCO[C@H]1OC(C(=O)N2CCN(C)CC2)=C[C@@H](c2coc3ccccc3c2=O)[C@@H]1CCCO
 : 3.5 | -7.6 | 6.7 | -0.7% | 2.0% | -7.2 | 3.1% | / | -3.6%
> CC1(C)C(=O)C2(C(=O)NCc3ccccc3)CCC1C2 (configuration not stated)
 : -0.8 | 14.3 | -1.0 | 1.0% | -2.0% | -2.5 | 2.9% | 6.4 | -0.1%
> NC(=O)CCn1c(C(=O)c2ccc(Cl)cc2)c2ccccc2[n+]1[O-]
 : 4.4 | 3.7 | -0.3 | -2.0% | 0.2% | -4.9 | 1.1% | / | 0.0%
> CCCOC1CCCN(C(=O)CCc2nnc(Cc3cccc(C)c3)o2)C1 (configuration not stated)
 : -6.8 | -12.8 | 2.5 | 1.1% | 0.2% | -1.3 | 2.1% | 5.0 | 8.0%
> Oc1c(Br)cc(Br)cc1CNc1cnc2ccccc2c1
 : -1.4 | -14.2 | 15.6 | -9.5% | 0.1% | -11.9 | -2.3% | -0.5 | -0.1%
> COc1cc(CCC(=O)Nc2sccc2C#N)cc(OC)c1OC
 : -5.3 | 1.1 | 11.7 | 1.3% | 6.5% | -1.3 | -3.2% | -19.9 | -2.7%
> O=S1(=O)CC/C(=N/Nc2ccccn2)c2cc(F)ccc21
 : -0.6 | 0.2 | 0.4 | 3.5% | -29.9% | -5.2 | 0.9% | -5.2 | -1.9%
> CCN(C(=O)CSc1nnc(-c2ccco2)n1CC)c1c(N)n(Cc2ccccc2)c(=O)[nH]c1=O
 : / | -30.0 | 6.9 | -2.1% | -3.2% | -7.4 | 0.1% | 3.3 | -1.9%
> O=C(Cn1nc(-c2cccc([N+](=O)[O-])c2)c2ccccc2c1=O)Nc1cccnc1
 : -5.8 | -17.4 | 0.0 | -0.1% | 2.7% | -8.8 | 2.0% | 2.6 | -0.8%
> CCCSc1nc2c(cnn2-c2ccc(Cl)cc2)c(=O)[nH]1
 : -2.9 | -13.1 | 1.0 | 1.8% | -2.5% | 4.1 | 0.1% | 27.8 | 3.8%
> O=C(CCc1ccccc1)N1CCN(Cc2ccc(F)cc2Cl)CC1
 : -2.5 | 11.1 | 2.4 | -1.1% | 5.5% | -8.7 | 1.2% | -4.1 | -2.5%
> O=C(c1cc2ccccc2o1)N1CCN(S(=O)(=O)c2ccccc2)CC1
 : -4.8 | -1.2 | 5.2 | 0.5% | -10.4% | 18.0 | 1.0% | -14.7 | -4.3%
> NS(=O)(=O)c1cccc(NC(=O)c2ccc(NS(=O)(=O)c3cccc([N+](=O)[O-])c3)cc2)c1
 : / | / | / | 0.7% | 0.0% | / | / | -17.2 | 2.6%
> COc1cccc(-c2nc(CS(=O)(=O)CC(=O)NC3CC3)c(C)o2)c1
 : -6.6 | -7.6 | 1.5 | -1.3% | 1.5% | -1.3 | 0.3% | ? | -5.1%
> O=C(Nc1cccc(-n2cnnn2)c1)c1ccc(OC(F)(F)F)cc1
 : -1.2 | 5.9 | 3.6 | 1.6% | 3.3% | -15.6 | 0.4% | 4.5 | 0.0%
> CC1Oc2ccccc2N(CC(=O)Nc2ccc3c(c2)OCCO3)C1=O (configuration not stated)
 : -7.8 | -1.9 | 0.4 | 2.6% | -14.3% | -1.6 | 0.0% | 22.4 | 0.4%
> Cc1cc(C)c(S(=O)(=O)Nc2c(C)n(C)n(-c3ccccc3)c2=O)cc1[N+](=O)[O-]
 : -3.8 | -1.2 | 1.6 | -5.1% | -0.2% | -1.0 | 1.9% | 4.7 | -0.9%
> CCOC(=O)c1ccccc1-n1c(C)cc(C2N=C(N)Nc3nc4ccccc4n32)c1C (configuration not stated)
 : -5.5 | -35.6* | 2.2 | -8.5% | 0.5% | 16.4 | -0.3% | 18.9 | -2.0%
> O=C(O)CSc1nnc(-c2ccccc2)o1
 : -7.1 | -6.7 | 6.5 | 1.3% | 6.4% | 4.0 | 2.2% | 1.9 | -8.8%

Arranged by the number under RXFP1 antag (ascending): three from the list above.
molecule | RXFP1 antag
O=S1(=O)CC/C(=N/Nc2ccccn2)c2cc(F)ccc21 | -5.2
O=C(CCc1ccccc1)N1CCN(Cc2ccc(F)cc2Cl)CC1 | -4.1
O=C(Nc1cccc(-n2cnnn2)c1)c1ccc(OC(F)(F)F)cc1 | 4.5

The listing continues:
Sequence of screens – D1 potentiator | D1 antagonist | D1 ag | Vif-A3G inh | Vif-A3F inh | D2 PAM | RXFP1 agonist | RXFP1 antag | GRP78 ERSR act
> COc1ccc(C(=O)Oc2c(OC)cc(C(=S)N3CCOCC3)cc2OC)cc1OC
 : -11.7 | -4.5 | 0.8 | -6.2% | -2.1% | 9.6 | -4.6% | 5.0 | -4.5%
> COCCCNC(=O)[C@H]1N2C(=O)c3ccccc3C2SC1(C)C (some centres not stated)
 : 8.5 | 2.1 | 3.3 | -1.3% | 4.9% | -4.7 | 2.2% | 6.5 | -2.2%
> COc1ccc(C2C(C(=O)Nc3cccc(C)n3)c3ccccc3C(=O)N2C)cc1 (configuration not stated)
 : -1.3 | 2.4 | 3.4 | 1.5% | -0.2% | -5.8 | -1.5% | 11.4 | -3.7%
> CC(=O)Nc1ccc(S(=O)(=O)NC(C)c2ccccc2)cc1 (configuration not stated)
 : -6.0 | -14.8 | 2.5 | 0.5% | -1.8% | 3.2 | 3.0% | 8.4 | 0.8%
> N#Cc1c(-c2cccc([N+](=O)[O-])c2)nc2n(c1=O)CCS2
 : 1.1 | -0.5 | 0.7 | -2.2% | 2.8% | 13.8 | 6.6% | 4.7 | -1.2%
> Cc1cccc(NC(=O)CSc2nnnn2-c2cccnc2)c1
 : -7.5 | -7.0 | 1.3 | -8.4% | -5.3% | -6.5 | 2.7% | 4.5 | -4.1%
> COc1ccc(C(C(=O)NC2CCCC2)N(C(=O)c2ccoc2C)c2ccc(C)c(C)c2)cc1 (configuration not stated)
 : -8.3 | -11.6 | 1.4 | -8.2% | -2.6% | 27.2 | 0.2% | -8.8 | -1.5%
> O=C(C1CCN(S(=O)(=O)N2CCC3(CC2)OCCO3)CC1)N1CCN(Cc2ccccc2)CC1
 : -1.9 | -26.9 | 3.2 | 1.2% | 0.3% | 1.4 | 3.8% | -6.3 | -2.6%
> O=C(Nc1ccc(Cl)c(Cl)c1)N1N=CCC1c1ccccc1 (configuration not stated)
 : -1.9 | -23.1 | 6.1 | -3.7% | 3.5% | 16.8 | 2.6% | -25.7 | -1.5%
> CC1=NN(C(=O)c2ccc(Cn3nc(C)c([N+](=O)[O-])c3C)cc2)C(O)(C(F)(F)F)C1 (configuration not stated)
 : -4.2 | -1.4 | 3.7 | -1.6% | -12.2% | -6.9 | 2.4% | -0.4 | 2.3%
> N#Cc1cc(Oc2ccc3ccccc3c2)c(-n2nnc3ccccc32)cc1C#N
 : -3.5 | -0.7 | 0.9 | 1.7% | -10.2% | 15.8 | 0.6% | -2.5 | -3.1%
> Cc1ccc(CCNC(=O)c2cc3sccc3n2Cc2ccc(F)cc2)cc1
 : -3.7 | -23.9 | 10.4 | 2.3% | -13.0% | -9.2 | 4.3% | / | -3.9%
> CC(C)NC(=O)c1ccc(C(C)C)cc1
 : 0.8 | -19.1 | -0.1 | 2.3% | 6.6% | -10.0 | -0.8% | -19.0 | 4.0%
> CCOC(=O)c1cn(CC)c2cc(N3CCCCC3)c(F)cc2c1=O
 : / | / | / | -5.4% | -4.6% | / | / | -1.7 | -4.2%
> COc1cc(OC)c(-n2c(C)cc(C=O)c2C)cc1Cl
 : 1.8 | 14.6 | 2.4 | 0.5% | -0.9% | 18.6 | 1.7% | -4.9 | -4.5%
> CC(C)(C)n1cnnc1Sc1ccc([N+](=O)[O-])cn1
 : 8.6 | -6.3 | 1.4 | 3.5% | 6.8% | 10.6 | 1.8% | -1.0 | -1.1%
> O=C(CN1CCOCC1)Nc1ccc2c(c1)CCC2
 : 2.1 | -3.5 | 2.1 | -0.6% | 3.2% | -3.7 | 0.0% | -5.7 | 3.8%
> COc1ccc(CNC(=O)CN2CCN(c3ccccc3)CC2)cc1
 : -5.7 | -1.7 | 0.0 | -0.6% | 5.2% | -2.2 | 0.3% | -2.6 | 0.6%
> COc1ccc(CNC(=O)COc2ccc(C(=O)c3ccc(F)cc3)cc2)cc1
 : -1.1 | -30.4* | 10.2 | ? | -7.0% | 11.3 | 11.3% | 25.3 | -2.9%
> Cc1ccc(S(=O)(=O)n2nnc3ccccc32)c(C)c1C
 : 2.9 | 8.4 | 2.2 | 0.1% | -3.4% | -0.2 | 0.1% | ? | -3.7%

Next part.
Sequence of screens – D1 potentiator | D1 antagonist | D1 ag | Vif-A3G inh | Vif-A3F inh | D2 PAM | RXFP1 agonist | RXFP1 antag | GRP78 ERSR act
> CC(C)N(C)C(=O)CCc1nnc(CCc2c[nH]c3ccccc23)o1
 : -3.1 | -4.8 | 3.1 | 2.6% | 5.4% | -1.0 | 1.6% | -4.3 | -0.7%
> CNC(=O)CCSc1ccc(C)cc1
 : -7.4 | 10.8 | -0.2 | -0.3% | -13.2% | -0.6 | -1.3% | -1.6 | 0.9%
> C=C(C)c1cccc(C(C)(C)NC(=O)N2CCN(c3ccc(OC)cc3)CC2)c1
 : -7.2 | -36.6* | -0.4 | -1.5% | -10.8% | 3.0 | 1.6% | -1.3 | -3.5%
> Cc1cc(C)n2nc(C(=O)OCC(=O)N3CCC3)nc2n1
 : 10.5 | -6.8 | 4.3 | -0.1% | 7.2% | -7.3 | 6.5% | 2.0 | 1.7%

Records listed above shown as hits in D1 antagonist:
SMILES	D1 potentiator	D1 antagonist	D1 ag	Vif-A3G inh	D2 PAM	RXFP1 agonist	RXFP1 antag
CCOC(=O)c1ccccc1-n1c(C)cc(C2N=C(N)Nc3nc4ccccc4n32)c1C (configuration not stated)	-5.5	-35.6*	2.2	-8.5%	16.4	-0.3%	18.9
COc1ccc(CNC(=O)COc2ccc(C(=O)c3ccc(F)cc3)cc2)cc1	-1.1	-30.4*	10.2	?	11.3	11.3%	25.3
C=C(C)c1cccc(C(C)(C)NC(=O)N2CCN(c3ccc(OC)cc3)CC2)c1	-7.2	-36.6*	-0.4	-1.5%	3.0	1.6%	-1.3
